PDI inh: PDI (human) enzyme inhibition; inhibition, % at 10 µM; 350,000 compounds, 0.052% hits; PDI insulin aggregation turbidity, A650, 90 min; P07237;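 active = mean inhibition across replicates of 30% or more, whatever share of single replicates reach that level; inconclusive = mean inhibition below 30% while every single replicate reaches 30%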;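 also: absorbance from insulin aggregation driven by PDI reduction with DTT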
Target sequence (P07237 whole entry, looked up): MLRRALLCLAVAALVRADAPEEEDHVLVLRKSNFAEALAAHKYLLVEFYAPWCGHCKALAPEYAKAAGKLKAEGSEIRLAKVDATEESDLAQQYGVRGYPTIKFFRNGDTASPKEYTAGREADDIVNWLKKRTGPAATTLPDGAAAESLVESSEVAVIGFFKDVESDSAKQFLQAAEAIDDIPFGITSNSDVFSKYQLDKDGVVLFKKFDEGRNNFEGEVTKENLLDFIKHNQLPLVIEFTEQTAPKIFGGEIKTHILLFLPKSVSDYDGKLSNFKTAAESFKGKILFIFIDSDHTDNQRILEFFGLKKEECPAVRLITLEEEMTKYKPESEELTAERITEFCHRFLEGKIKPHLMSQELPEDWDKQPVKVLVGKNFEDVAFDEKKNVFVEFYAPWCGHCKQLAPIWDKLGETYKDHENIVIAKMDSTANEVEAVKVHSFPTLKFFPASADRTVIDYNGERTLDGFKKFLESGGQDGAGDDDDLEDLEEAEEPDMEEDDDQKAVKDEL
iPSC survival up: increases survival of single human iPS cells; hiPSC single-cell survival, ATPlite luminescence; 100% = ROCK inhibitor wells, 0% = DMSO; survival enhancement, % at 20 µM; 360,000 compounds, 0.044% hits; AID 602274; in the data active = survival enhancement above about 18%;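 also: cells exposed to compounds for 16 hours before the ATP read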
CaV13 FRET inh: Disruptors of the CACNA1D IQ motif to Ca2+-dependent inactivation inhibitor domain association, primary screening, Förster resonance energy transfer in intact living …. HEK cells, CFP/YFP FRET ICDI-IQ, plate reader, 10 min; percent FRET-ratio fall versus neutral wells. inhibition, % at 12.3 µM. 340,000 compounds, 0.098% hits. AID 743397;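 active = mean replicate inhibition of at least 30% and at least 1% of replicates passing that level; inconclusive = only one of the two criteria is met; inactive = neither criterion is met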;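 also: 0% = median of the neutral control wells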
Peg3 prom inh: reduces Peg3 promoter-driven luciferase expression in HeLa; HeLa PEG-Prom luciferase reporter, luminescence, overnight; inhibition, % at 20 µM; 360,000 compounds, 1.7% hits; AID 588405;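 active = inhibition of at least 50% at 20 µM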
Vif inh: blocks HIV Vif function; 340,000 compounds, 0.35% hits; HEK293T cells, Vif self-association by quenched fluorescence, imaging, 24 h; inhibition, % at 7.49 µM; AID 602346; in the data active = inhibition above about 50%, passing the limit was not always enough; inconclusive = no clear call, values can overlap the other calls; inactive = below about 31%; also: some results filed as inactive read as strong as hits
NR2E3 ag-1: activates human photoreceptor nuclear receptor NR2E3; Q9Y5X4; GST-NR2E3/biotin-RetCOR TR-FRET, 1536-well; inhibition of corepressor binding, % at 4.78 µM; 320,000 compounds, 0.12% hits; AID 2300;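 active = percent inhibition above the cutoff of mean plus 3 SD of all tested compounds, set per screening campaign, cut at about 20% in these data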;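 also: 0% = DMSO wells and 100% = biotin wells as full block of FRET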
Target sequence (Q9Y5X4 whole entry, looked up): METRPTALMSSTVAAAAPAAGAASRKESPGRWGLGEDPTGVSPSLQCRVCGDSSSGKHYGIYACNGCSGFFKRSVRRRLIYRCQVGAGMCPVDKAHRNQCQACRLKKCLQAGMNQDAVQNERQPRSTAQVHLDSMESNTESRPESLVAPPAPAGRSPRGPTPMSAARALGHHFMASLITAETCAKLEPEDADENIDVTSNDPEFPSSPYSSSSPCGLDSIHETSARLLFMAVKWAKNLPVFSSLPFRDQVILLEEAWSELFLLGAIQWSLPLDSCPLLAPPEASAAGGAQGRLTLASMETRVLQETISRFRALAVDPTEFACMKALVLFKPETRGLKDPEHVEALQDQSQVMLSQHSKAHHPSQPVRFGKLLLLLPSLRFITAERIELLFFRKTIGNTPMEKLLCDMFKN
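Assay system: NR2E3–RetCOR corepressor complex. Quantity: 1.35 nM GST-NR2E3. Buffer or medium: pH 7.5 Tris-based buffer. Reagent: biotinylated RetCOR corepressor at 7 nM final. Schedule: 5 h at 4 °C. Detection: TR-FRET, emission read at 617 and 671 nm. Replicates: one well per compound, singlicate testing.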
HIF-2a inh: blocks HIF-2a reporter activity; 786-0 RCC cells HIF-2a reporter, luciferase luminescence, overnight; inhibition, % at 18.8 µM; 360,000 compounds, 0.72% hits;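 active = inhibition of the luminescence signal of 40% or more relative to plate controls, in a single-dose primary screen at 18.75 µM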
NR2E3 ag-2: human photoreceptor-specific nuclear receptor agonism. Q9Y5X4. CHO-S Gal4-NCOR/VP16-NR2E3 two-hybrid, luciferase. inhibition of corepressor binding, % at 3.98 µM. 360,000 compounds, 0.35% hits. AID 602229;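 active = inhibition above the mean of all tested compounds plus 3 SD, cut at about 70% in these data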;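 also: 0% = DMSO with NR2E3 transfected cells and 100% = cells lacking NR2E3 construct; higher means lower luciferase signal from less NR2E3 corepressor binding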
MITF TRPM1 inh: MITF TRPM1 promoter inhibition in SK-MEL-5 cells | SK-MEL-5 TRPM1 promoter luciferase, 24 h | inhibition, % at 12.5 µM | 330,000 compounds, 0.83% hits;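 active = mean inhibition across replicates of 60% or more, whatever share of single replicates reaches that level; inconclusive = some that reach 60%, reason not given; inactive = mean inhibition across replicates below 60%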; also: values of inactives mirror those of a sister screen read the other way
Granule exo inh: blocks lytic granule exocytosis. TALL-104 LAMP-1 surface exposure, flow cytometry; cells stimulated with thapsigargin and PMA. inhibition, % at 10 µM. 360,000 compounds, 0.66% hits;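 active = inhibition above about 55%, limit read from the data; inconclusive = no clear call, values can overlap the other calls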
aDG glyco up: alpha-DG glycosylation activation; Pro5-aDG cells, alpha-DG glycosylation AlphaScreen (IIH6); 0% Pro5, 100% B10-LARGE cell signal; activation, % at 10 µM; 360,000 compounds, 0.22% hits; AID 624168;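 active = activation of at least 8% versus controls, or a plate z-score of at least 8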;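 also: Pro5 are CHO cells carrying HIG-tagged alpha-DG that lacks glycosylation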
The depositor's hits bear a star; ? = inconclusive; / = not tested or not shown.

cpd | compound | PDI inh | iPSC survival up | CaV13 FRET inh | Peg3 prom inh | Vif inh | NR2E3 ag-1
1 | O=c1c2ccc(Cl)cc2[nH]c(=S)n1Cc1cccnc1 | 3 | -0.6 | -6 | 4 | 16 | 1
2 | CC(C(=O)N1CCN(C=O)CC1)N1C(=O)c2ccccc2C1=O (stereo not given) | 13 | -0.5 | -2 | 8 | 2 | -3
3 | C=CCNC(=O)Nc1ccc(OCC)cc1 | -2 | -2.1 | -9 | -26 | -5 | 4
4 | CC(=O)N1c2ccc(Cl)cc2C2OCCC2C1c1ccco1 (stereo not given) | 1 | -0.2 | -4 | 10 | -12 | -3
5 | COC(=O)c1cc(Cn2nc(C(=O)O)c3ccccc3c2=O)oc1C | 11 | 0.2 | -21 | 3 | 6 | -1
6 | COc1ccc(NC(=O)Nc2cnccn2)c(OC)c1 | 1 | 0.1 | -2 | -26 | / | -1
7 | O=C(NC1CCN(Cc2ccccc2)CC1)C1CCCN(c2nnc(-n3cccc3)s2)C1 (stereo not given) | / | -0.5 | -10 | 8 | 0 | 0
8 | Cc1onc(C(=O)N2CCN(c3ccccc3F)CC2)c1-c1ccccc1Cl | -15 | 5.7 | -2 | 22 | 2 | -4
9 | Cc1cc(NC(=O)c2cc(-c3ccc(OC(C)C)cc3)nc3ccccc23)no1 | 7 | -1.0 | -2 | -105 | -18 | 1
10 | O=C(NCc1ccc(F)cc1)c1ccc(S(=O)(=O)Nc2cccc(C(F)(F)F)c2)cc1 | -2 | -0.1 | -2 | 13 | -6 | -2

cpd | HIF-2a inh | NR2E3 ag-2 | MITF TRPM1 inh | Granule exo inh | aDG glyco up
1 | -3 | -9 | -4 | 3 | 0.4
2 | 14 | -4 | 9 | 0 | -0.2
3 | -47 | -15 | -11 | 0 | 0.2
4 | 16 | -17 | -10 | 1 | 0.0
5 | 18 | 14 | -2 | -6 | 0.0
6 | -61 | -9 | 0 | 19 | -0.3
7 | 3 | 15 | 0 | -5 | -0.1
8 | 21 | -3 | 5 | -1 | -0.1
9 | -58 | -44 | -36 | 7 | 0.2
10 | 19 | 28 | 16 | 2 | 0.7

Further entries:
cpd | compound | PDI inh | iPSC survival up | CaV13 FRET inh | Peg3 prom inh | Vif inh | NR2E3 ag-1
11 | Clc1ccc(-c2cc3nc(NCc4cccc(Cl)c4)ccn3n2)cc1 | 3 | -2.2 | -12 | -338 | -8 | /
12 | CCSc1cc(C2C(C#N)=C(N)OC(C)=C2C(=O)OC)c(C)o1 (stereo not given) | -5 | 3.5 | -2 | -4 | 23 | 1
13 | COc1ccc(/C=N/NC(=O)c2ccco2)cc1COc1ccc(F)cc1 | -2 | 0.1 | / | -13 | 3 | 4
14 | COc1ccc(N2CCN(Cc3cc(=O)c(OCC(=O)Nc4ccccc4)co3)CC2)cc1 | -9 | -0.4 | -6 | 2 | 3 | 1
15 | CCC(C)NC(=O)CN(c1ccc2c(c1)OCO2)S(=O)(=O)c1c(C)n[nH]c1C (stereo not given) | -1 | -1.2 | 9 | -1 | 15 | 3
16 | CC1CCC2(CC1)NC(=O)N(CC(=O)N1CCN(C(=O)c3cccs3)CC1)C2=O (stereo not given) | 11 | 7.6 | -2 | -2 | 5 | 3
17 | O=C(CCN1C(=O)/C(=C/c2ccc(F)cc2)SC1=S)Nc1cc([N+](=O)[O-])ccc1O | -5 | -0.4 | -20 | 3 | -4 | -1
18 | Cc1ccc(/C=N/NC(=S)NC2CCS(=O)(=O)C2)cc1 (stereo not given) | 3 | -2.8 | -10 | 8 | -33 | 0
19 | O=C(CN1C(=O)NC2(CCOc3ccccc32)C1=O)c1ccc(Cl)s1 (stereo not given) | 0 | -2.8 | -2 | -13 | 26 | 2
20 | COCCN(C(=O)COC(=O)c1ccc(Br)o1)c1c(N)n(Cc2ccccc2)c(=O)[nH]c1=O | 7 | 3.9 | -6 | -6 | 0 | /

cpd | HIF-2a inh | NR2E3 ag-2 | MITF TRPM1 inh | Granule exo inh | aDG glyco up
11 | -282 | -127 | / | 0 | 0.4
12 | 13 | -16 | 1 | -2 | -0.1
13 | -13 | -41 | 16 | -2 | 0.0
14 | -6 | -4 | 15 | -5 | -0.1
15 | 20 | -9 | -1 | -2 | 0.2
16 | 10 | -2 | -5 | 0 | -0.2
17 | -8 | -22 | -6 | -14 | -0.1
18 | 13 | -23 | 3 | 6 | -0.2
19 | 4 | 1 | 2 | 3 | -0.1
20 | 18 | 9 | / | -4 | -0.1

The list continues.
cpd | compound | PDI inh | iPSC survival up | CaV13 FRET inh | Peg3 prom inh | Vif inh | NR2E3 ag-1
21 | O=C(CS(=O)(=O)c1ccccc1)Nc1nnc(-c2cccs2)o1 | -2 | -0.3 | -3 | 5 | -3 | -5
22 | Cc1ccc(S(=O)(=O)Oc2ccc(C)cc2/C=N/N=C2\NC(=O)C(C)S2)cc1 (stereo not given) | 11 | -0.1 | -5 | -135 | 21 | -3
23 | Cc1ccc(S(=O)(=O)N2C[C@H]3C(=O)C[C@@H](c4ccccc4C)N(S(=O)(=O)c4ccc(C)cc4)[C@H]3C[C@H]2c2ccccc2)cc1 | / | -0.2 | -1 | 8 | / | /
24 | COc1ccc(OC)c2sc(NC(=O)c3ccc(S(=O)(=O)N(C)C)cc3)nc12 | / | -0.6 | -8 | 7 | -9 | 7
25 | N=C(N)SCc1ccc(O)c([N+](=O)[O-])c1 | 18 | 0.7 | 0 | 3 | -14 | -1
26 | CCC12CN3CCN(CC(C3)/C1=N\NC(=O)c1ccc(Cl)cc1)C2 | 5 | -1.0 | -5 | 10 | 8 | 1
27 | COc1ccccc1-n1cnnc1SCC(=O)Nc1nc(C)c(Cl)cc1Cl | 0 | -1.1 | / | -2 | -5 | 2
28 | CCCCNC(=O)N(O)C1N(/N=C/c2ccccc2O)C(=S)SC1(C)C (stereo not given) | 0 | -0.8 | -3 | 8 | 19 | /
29 | CCCCNC(=O)N1CCN(Cc2cccc(F)c2)CC1 | -35 | 0.9 | -6 | -12 | 6 | 1
30 | CCCCS(=O)(=O)N1CCCC(C(=O)Oc2ccccc2OC)C1 (stereo not given) | 1 | -0.2 | -20 | 7 | -3 | 0

cpd | HIF-2a inh | NR2E3 ag-2 | MITF TRPM1 inh | Granule exo inh | aDG glyco up
21 | 18 | -1 | 0 | 1 | -0.1
22 | -165 | -37 | -35 | 2 | -0.2
23 | 21 | -13 | / | 6 | 1.2
24 | -35 | -23 | -5 | -5 | -0.3
25 | 8 | 13 | 4 | 1 | 0.0
26 | 13 | -31 | 4 | 0 | -0.3
27 | 11 | -5 | -2 | 2 | 1.7
28 | 14 | -5 | 10 | -12 | -0.2
29 | -9 | 1 | -1 | -3 | -0.2
30 | 24 | -16 | 8 | -15 | 0.4

Continued.
cpd | compound | PDI inh | iPSC survival up | CaV13 FRET inh | Peg3 prom inh | Vif inh | NR2E3 ag-1
31 | CCS(=O)(=O)N1CCN(S(=O)(=O)c2ccc(Cl)s2)CC1 | -6 | 0.5 | -6 | 20 | 1 | -2
32 | Cn1c(=O)cc(OCC(=O)Nc2ccccn2)c2ccccc21 | -1 | 2.0 | -4 | 13 | 7 | 1
33 | CCN(CC)c1ccc(N2C(=O)/C(=C\c3cccs3)SC2=S)cc1 | 6 | -2.1 | / | 22 | -4 | 0
34 | CCn1c(NCc2cc(OC)ccc2OC)nc2ccccc21 | 3 | -1.6 | -5 | -43 | -3 | 1
35 | COc1ccc(Cl)cc1-n1c(C)cc(C(=O)OCC(=O)N2CC(=O)Nc3ccccc32)c1C | -10 | 3.8 | -5 | 13 | -23 | -2
36 | c1ccc(CN2CCC3(CCCc4ccccc43)CC2)cc1 | 13 | -1.7 | -6 | -1 | 12 | 3
37 | Cc1ccc(C(=O)OCC(=O)Nc2ccc3c(c2)OCCO3)cc1C | -4 | 0.7 | -6 | 3 | -2 | /
38 | COc1ccc(CN2C(=NC(=O)C3CCCO3)SC3CS(=O)(=O)CC32)cc1 (stereo not given) | -8 | 0.6 | -3 | -24 | 17 | 3
39 | CC1CCN(C(=O)CCc2nnc3ccc(NCCCN4CCCC4=O)nn23)CC1 | -6 | 2.4 | -7 | 3 | -5 | -1
40 | CCc1sc(C(=O)N2CCc3cc(OC)c(OC)cc3C2CC(=O)O)cc1C (stereo not given) | 7 | 0.2 | -4 | 11 | -10 | 6

cpd | HIF-2a inh | NR2E3 ag-2 | MITF TRPM1 inh | Granule exo inh | aDG glyco up
31 | 12 | -3 | 8 | 2 | 0.4
32 | 5 | 7 | 1 | 0 | 0.1
33 | 1 | -4 | 9 | -1 | -0.5
34 | -84 | -28 | -5 | -1 | 0.1
35 | 9 | -4 | -2 | -2 | 0.0
36 | 10 | 11 | -3 | -1 | 0.5
37 | -2 | -13 | -1 | 3 | 0.3
38 | 7 | 15 | -6 | 2 | 0.0
39 | 2 | 4 | 6 | 4 | 0.0
40 | 1 | -11 | 9 | 6 | -0.2

(continued)
cpd | compound | PDI inh | iPSC survival up | CaV13 FRET inh | Peg3 prom inh | Vif inh | NR2E3 ag-1
41 | Cc1cccc(OCC(O)CN2C(C)(C)CC(O)CC2(C)C)c1 (stereo not given) | 2 | 2.7 | -5 | -6 | / | 0
42 | CCOC(=O)c1ccc2c(c1)nc(SCC(=O)N1CCCCC1)n2CC | ? | -0.2 | / | 15 | -10 | 0
43 | O=C(CN1CCN(S(=O)(=O)c2ccc(F)cc2)CC1)Nc1ccnn1C1CCCC1 | 2 | 3.8 | -5 | 14 | / | /
44 | Cc1ccc(-c2noc(CCCN3C(=O)c4ccccc4C3=O)n2)cc1 | 3 | 1.2 | -5 | 0 | -3 | -1

cpd | HIF-2a inh | NR2E3 ag-2 | MITF TRPM1 inh | Granule exo inh | aDG glyco up
41 | 20 | -9 | -21 | 1 | 0.1
42 | 6 | 10 | 0 | -9 | 0.5
43 | 20 | 10 | 7 | 1 | -0.1
44 | 5 | 11 | 7 | -1 | 0.1

Assay outcomes as filed in PubChem.
